# Compound activity: PubChem BioAssay, several laboratories
# SUMO1-SIM PPI: modulators of SUMO1 protein-protein interactions, primary screen, biochemical, uHTS; Small ubiquitin-related modifier 1 (Homo sapiens), P63165; SUMO1 binding to a labelled peptide, TR-FRET, 1 h; inhibition, % at 20 µM; 360,000 tested, 0.33% active; in the data active means inhibition above about 37%
# STEP block: STEP phosphatase inhibitors, primary screen, biochemical, fluorescence intensity, uHTS; Tyrosine-protein phosphatase non-receptor type 5 (Homo sapiens), P54829; recombinant STEP, OMFP fluorogenic substrate; inhibition, % at 20 µM; 360,000 tested, 0.25% active;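 active means inhibition at 20 µM, scaled per plate between control wells, above about 37%, limit read from the data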;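 further: 0% = DMSO with enzyme and substrate and 100% = substrate only without enzyme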
#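 Also added – OMFP at 25 µM · Test system – STEP tyrosine phosphatase · Technique – FITC-channel fluorescence of OMFP product · Schedule – 20 min at room temperature, dark · Evaluation – control-normalized % inhibition with plate pattern correction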
# CSN deneddyl inh: inhibitors of CSN-mediated cullin deneddylation, primary screen, biochemical, fluorescence polarization, uHTS; COP9 signalosome complex subunit 5 (Homo sapiens), Q92905; Purified CSN, SCF-Nedd8-OG deneddylation; AID 651999, 2013; 360,000 tested, 0.38% active; inhibition, % at 12.5 µM;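 active means pattern-corrected inhibition above about 35%, with an unprinted fluorescence ratio check between 0.5 and 1.5, limit read from the data, passing the limit was not always enough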;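 further: 0% = enzyme with substrate and 100% = substrate without enzyme; some results filed as inactive read as strong as hits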
#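 Schedule: reaction 90 min, room temperature / Assay system: HEK293T-derived human Csn5 enzyme / Input: Csn5 at 0.24 nM final / Measure: inhibition of Csn5 cleavage, % / Control set: substrate-only high control, full reaction low control / Technique: fluorescence polarization of the substrate / Buffer or medium: Tris/NaCl/DTT buffer, pH 7.5 / Reagent: SCFSkp2-Nedd8OG substrate at 10 nM final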
# LMPTP block: LMPTP phosphatase inhibitors, primary screen, biochemical, fluorescence intensity, uHTS; 360,000 tested, 0.22% active; Low molecular weight phosphotyrosine protein phosphatase (Homo sapiens), P24666; recombinant LMPTP-A, OMFP fluorogenic substrate; inhibition, % at 20 µM;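 active means compounds that cut the enzyme signal by at least half of the control window in the single-dose screen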;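 further: plate controls were DMSO wells with enzyme plus substrate for no effect and substrate without enzyme for full effect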
#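 Material: LMPTP-A; amount: 0.625 nM enzyme; doses: single 20 µM dose; times: reaction 50 min, room temperature, dark; technique: fluorescence intensity of OMFP turnover product; benchmarks: no-enzyme and uninhibited controls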
# MLLE-PAM2 inh: inhibitors of PABP1 MLLE–PAM2 peptide binding, primary screen, biochemical, fluorescence polarization, FITC-PAM2, GST-MLLE; Polyadenylate-binding protein 1 (Homo sapiens), P11940; inhibition, % at 20 µM; 360,000 tested, 0.36% active; in the data active means inhibition above about 35%, passing the limit was not always enough;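 further: plate controls were DMSO wells with GST-MLLE for no effect and wells lacking GST-MLLE protein for full effect; some results filed as inactive read as strong as hits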
# Rpn11 block: Rpn11 (PSMD14) deubiquitinase inhibitors, primary screen, biochemical, fluorescence polarization, uHTS. calls only at 20 µM. AID 588493, 2011. human 26S proteasome, Ub4-pepOG fluorescence polarization; 20S core pre-blocked with epoxomicin. 26S proteasome non-ATPase regulatory subunit 14 (Homo sapiens), O00487. 360,000 tested, 0.59% active;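 active means inhibition at 20 µM, scaled to each plate's controls, above about 33%, limit read from the data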
# NadD inh: inhibitors of S. aureus NadD, primary screen, biochemical, colorimetric, uHTS; Nicotinate-nucleotide adenylyltransferase NadD (Staphylococcus aureus N315); purified NadD enzyme, colorimetric absorbance read-out; inhibition, % at 20 µM; 360,000 tested, 0.78% active; AID 602399, 2012; in the data active means inhibition above about 26%; further: some compounds past the cut are filed as inactive
# TbMetRS inhib: T. brucei MetRS inhibitors, primary screen, biochemical, luminescence; methionyl-tRNA synthetase (Trypanosoma brucei brucei); purified T. brucei MetRS, ATP depletion, Kinase-Glo luminescence; inhibition, % at 11.9 µM; 360,000 tested, 0.4% active;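 active means inhibition above a per-plate cutoff of the control wells' mean inhibition plus 3 SD, cut at about 5.5% in these data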;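 further: 0% = DMSO wells median and 100% = median of wells with control inhibitor compound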
#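 technique = Kinase-Glo luminescence, ATP depletion format | system = purified MetRS (methionyl-tRNA synthetase) enzyme from Trypanosoma brucei | timing = 15 min preincubation, 2 h reaction, all 25 °C | evaluation = percent inhibition versus plate control medians | dosing = single dose, 11.9 µM final nominal, 0.9% final DMSO | also added = substrates ATP, L-methionine and bulk Escherichia coli tRNA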
# DNMT1 block: human DNMT1 methyltransferase inhibitors, primary screen, biochemical, molecular beacon, fluorescence, HinP1I cleavage, uHTS; inhibition (reported as % activation of signal), % at 10 µM; 360,000 tested, 0.83% active; DNA (cytosine-5)-methyltransferase 1 (Homo sapiens), P26358; AID 588458, 2011; in the data active means inhibition above about 50%
# Target sequence (P26358 504-1616 limits assumed): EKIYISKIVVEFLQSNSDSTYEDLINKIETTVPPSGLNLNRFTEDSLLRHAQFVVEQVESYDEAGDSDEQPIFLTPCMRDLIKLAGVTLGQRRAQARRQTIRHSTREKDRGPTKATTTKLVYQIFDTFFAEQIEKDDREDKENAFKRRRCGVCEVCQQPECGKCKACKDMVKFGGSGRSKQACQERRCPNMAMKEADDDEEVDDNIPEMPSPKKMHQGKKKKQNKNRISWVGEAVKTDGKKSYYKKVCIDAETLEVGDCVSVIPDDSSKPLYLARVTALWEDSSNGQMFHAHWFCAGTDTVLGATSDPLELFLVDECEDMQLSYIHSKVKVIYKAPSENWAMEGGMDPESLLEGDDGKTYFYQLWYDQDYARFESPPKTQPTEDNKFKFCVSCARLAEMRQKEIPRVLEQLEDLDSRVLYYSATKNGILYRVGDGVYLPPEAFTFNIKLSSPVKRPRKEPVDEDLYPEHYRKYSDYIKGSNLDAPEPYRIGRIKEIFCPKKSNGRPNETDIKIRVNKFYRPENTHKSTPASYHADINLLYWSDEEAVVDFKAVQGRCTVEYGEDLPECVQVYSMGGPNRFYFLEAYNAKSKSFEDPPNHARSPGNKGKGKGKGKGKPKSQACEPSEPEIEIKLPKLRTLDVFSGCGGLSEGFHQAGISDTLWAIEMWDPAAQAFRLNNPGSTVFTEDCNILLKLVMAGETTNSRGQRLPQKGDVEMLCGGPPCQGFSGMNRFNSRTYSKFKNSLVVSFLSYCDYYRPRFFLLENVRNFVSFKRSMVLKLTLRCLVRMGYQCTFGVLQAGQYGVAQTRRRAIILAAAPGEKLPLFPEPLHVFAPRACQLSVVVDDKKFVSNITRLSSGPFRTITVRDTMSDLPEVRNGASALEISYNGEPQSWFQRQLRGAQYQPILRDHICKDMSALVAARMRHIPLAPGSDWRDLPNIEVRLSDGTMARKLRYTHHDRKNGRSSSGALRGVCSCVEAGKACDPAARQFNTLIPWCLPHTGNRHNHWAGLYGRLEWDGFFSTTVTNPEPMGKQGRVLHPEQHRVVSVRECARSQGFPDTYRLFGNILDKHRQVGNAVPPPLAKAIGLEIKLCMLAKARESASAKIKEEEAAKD
# Scp1 inh: Scp-1 phosphatase inhibitors, primary screen, biochemical, colorimetric, uHTS | 340,000 tested, 0.88% active | Recombinant Scp1, phosphopeptide, malachite green phosphate absorbance | Carboxy-terminal domain RNA polymerase II polypeptide A small phosphatase 1 (Homo … | inhibition, % at 20 µM | AID 493091, 2011;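 active means inhibition above about 50% at 20 µM, limit read from the data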;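 further: plate controls were DMSO wells with enzyme for no effect and wells lacking enzyme for full effect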
#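 Test system: SCP-1 phosphatase catalytic domain, residues 76-261 | Compound dosing: One concentration, 20 µM, with 1.0% DMSO | Schedule: 45 min room-temperature reaction, 5 min colour, 30 min stabiliser | Detection: Absorbance at 630 nm | Read-out basis: % inhibition of SCP-1 phosphate liberation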
# * hit, by the source's call; i = inactive; · = no result given; + = active, no number. Outcome played no part in choosing rows; overall some 3.6% were active at least once.
mol	SUMO1-SIM PPI	STEP block	CSN deneddyl inh	LMPTP block	MLLE-PAM2 inh	Rpn11 block	NadD inh	TbMetRS inhib	DNMT1 block	Scp1 inh
COCc1ccc(CN2CCCC(CCC(=O)NCc3cccc(OC)c3)C2)o1 (centres undefined)	3	6	-1	1.4	18	i	-1	-0.4	0	-3
CC(=O)c1cccc(NC(=O)C2CCN(S(C)(=O)=O)CC2)c1	4	2	1	-0.6	2	i	-1	0.7	3	17
c1ccc(N2OCC3Cn4c(nc5ccccc54)C32)cc1 (centres undefined)	-8	-1	-3	-0.4	2	i	-3	0.1	0	-3
Cn1cc(CN2CCc3c([nH]c4ccccc34)C2C2CCCCC2)cn1 (centres undefined)	1	-2	-16	-0.5	-27	i	3	0.1	-5	-3
CCCCCCNC(=O)O[C@]12C[C@@H](C(=O)OC)[C@@H](C(=O)OC)C[C@@]1(O)CN(S(=O)(=O)c1ccc(C)cc1)C2	2	0	2	0.3	4	i	0	-0.9	-1	·
Nc1c(C(=O)Nc2ccc3c(c2)OCCO3)nnn1Cc1ccc(Cl)cc1	-1	-3	-3	-0.2	7	i	-5	-0.3	7	-7
CCc1ccc(NS(=O)(=O)c2c(C)noc2C)cc1	6	-1	-2	0.5	-1	i	1	-0.5	2	-5
Cc1noc(NS(=O)(=O)c2ccc(NS(=O)(=O)c3ccc(C(C)(C)C)cc3)cc2)c1C	-1	-1	-6	1.1	6	i	-2	0.2	0	·

# 3 compounds out of the list above, sorted by the value under DNMT1 block, high to low:
canonical_smiles	SUMO1-SIM PPI	CSN deneddyl inh	LMPTP block	MLLE-PAM2 inh	Rpn11 block	NadD inh	TbMetRS inhib	DNMT1 block	Scp1 inh
CC(=O)c1cccc(NC(=O)C2CCN(S(C)(=O)=O)CC2)c1	4	1	-0.6	2	i	-1	0.7	3	17
Cc1noc(NS(=O)(=O)c2ccc(NS(=O)(=O)c3ccc(C(C)(C)C)cc3)cc2)c1C	-1	-6	1.1	6	i	-2	0.2	0	·
CCCCCCNC(=O)O[C@]12C[C@@H](C(=O)OC)[C@@H](C(=O)OC)C[C@@]1(O)CN(S(=O)(=O)c1ccc(C)cc1)C2	2	2	0.3	4	i	0	-0.9	-1	·

# Next records:
mol	SUMO1-SIM PPI	STEP block	CSN deneddyl inh	LMPTP block	MLLE-PAM2 inh	Rpn11 block	NadD inh	TbMetRS inhib	DNMT1 block	Scp1 inh
O=C(Nc1cccc(Cl)c1)N1CCN(c2ncccn2)CC1	1	-3	-4	-1.4	22	i	1	-0.8	-2	5
CCOC(=O)c1sc2nc(C)nc(N3CCCCC3C)c2c1C (centres undefined)	0	3	-5	0.8	-10	i	-4	-0.4	6	-7
Cc1ccc(C(=O)N(Cc2ccccc2)C(C)(C)C)cc1C	-3	2	-11	0.4	13	i	2	-0.1	8	-5
CCCCc1ccc(-c2csc(/C(C#N)=C/c3ccc(C)o3)n2)cc1	1	4	41*	1.7	-58	+	24	0.3	16	-11
Cc1ccccc1C(=O)NC[C@@H]1CCCN2CCCC[C@H]12	1	0	0	-2.1	30	i	-9	-0.8	1	-12
COC(=O)c1ccc(C(=O)OC)c(NC(=O)C(C)C)c1	2	17	1	-0.3	-4	i	3	-0.6	-1	-9
CC(=O)C1=C(O)C(=O)N(CCO)C1c1ccccc1 (centres undefined)	1	-2	-2	-0.3	10	i	-3	-1.5	3	3
COc1ccc(S(=O)(=O)N(C)c2ccc(C(=O)N3CCCC3)cc2)cc1OC	-3	-1	-6	-0.7	-1	i	6	-0.2	0	2
Cc1ccc(CN(C)C(=O)CCNS(=O)(=O)c2ccccc2)o1	2	-4	-2	-0.7	4	i	2	-0.5	2	-6
C/C=C/c1cccc(-c2nc(C(=O)N3CCOCC3)cc3c2[C@@H](CCO)N(C(=O)NC(C)C)C3)c1	0	·	0	-1.8	·	·	0	-0.8	·	·
COc1ccc2[nH]c3c(=O)n(Cc4ccco4)cnc3c2c1	-2	-2	-6	0.1	-2	i	4	-0.5	0	-7
CSCCC1COC(c2cccs2)=N1 (centres undefined)	-2	-2	2	-1.2	0	i	-7	0.6	3	-5
O=c1[nH]c2ccc(Br)cc2c(=O)o1	-3	2	3	-0.5	-47	i	-5	0.2	8	·
COc1cccc(-c2nc(NCc3ccco3)c3ccccc3n2)c1O	-1	-1	5	3.9	0	i	2	0.2	3	1
COc1ccc(N(CC(=O)NCc2ccc(C)cc2)S(=O)(=O)c2c(C)noc2C)cc1	-2	1	-2	0.6	4	i	-10	-0.2	2	-3
Cc1onc(-c2ccccc2)c1C(=O)/C=C/N(C)C	3	1	-2	2.0	8	i	-3	-0.1	-2	-8
COc1cccc(C(=O)CSc2nnc(-c3cc(OC)c(OC)c(OC)c3)o2)c1	4	2	0	1.8	-72	i	-8	-0.4	0	-10
O=S(=O)(c1ccccc1)N1CCn2c(nc3ccccc32)C1	1	2	-3	0.0	-21	i	3	-0.6	-2	6
CC1CC(C)CN(S(=O)(=O)c2ccc(NC(=O)CN3CCCCCC3)cc2)C1 (centres undefined)	1	-1	0	0.0	-18	i	0	-0.1	-2	-4
Cc1ccc(N(CC(=O)NCCSc2ccccn2)S(=O)(=O)c2ccc(F)cc2)cc1	0	-2	-15	0.3	-10	i	2	-0.2	-3	-5
CC(C)Oc1ccc(S(=O)(=O)N2CCOCC2)cc1NC(=O)CC1CC2CCC1C2 (centres undefined)	0	4	-1	-0.9	-11	i	-4	-0.4	-8	·
Cn1c(=O)cc(SCC(=O)N2CCCC2)c2ccccc21	1	1	3	-1.1	7	i	3	0.5	0	-4
COCCNC(=O)C1CC2Cn3c(nc4cc(C)c(C)cc43)C2N1C (centres undefined)	-2	0	-5	-1.3	11	i	1	-0.2	4	2
O=C(O)c1ccccc1NS(=O)(=O)c1cccc2nsnc12	-19	-2	-1	-1.4	3	i	2	-1.3	-4	6
CCCc1cc(=O)[nH]c(SCc2cccnc2)n1	4	4	1	-0.5	2	i	-4	-0.9	4	7
Cc1ccc(S(=O)(=O)N(C(=O)c2ccncc2)c2ccc(OC(=O)c3ccncc3)c3ccccc23)c(C)c1	5	1	-1	2.7	21	i	14	-0.5	-25	60*
COc1cccc(CN2C(=O)N(C(C)C)C(N(O)C(=O)NC(C)C)C2(C)C)c1OC (centres undefined)	2	0	5	0.0	-21	i	0	-1.0	-2	-12
S=C1NCN(Cc2ccco2)CN1c1cccc2ccccc12	-5	0	5	-0.6	-50	i	-6	-0.5	-4	1
O=C(C1CCCO1)N1CCN(C(=S)Nc2ccc(Br)cc2)CC1 (centres undefined)	1	0	3	0.9	-15	i	-7	-0.3	2	0
CC(=O)NC(Cc1ccc(F)cc1)C(=O)NC1CCN(C(=O)Nc2ccccc2C)CC1 (centres undefined)	-4	0	4	0.9	1	i	4	0.2	0	1
CC(C)(CC(=O)O)CC(=O)Nc1ccc2c(c1)ncn2CCc1ccccc1	-2	-4	0	-2.1	-7	i	-1	-0.7	0	-5
CCn1c(SCC(=O)Nc2oc(-c3ccccc3)c(-c3ccccc3)c2C#N)nnc1-c1ccncc1	24	2	-2	4.9	1	i	17	-1.4	-13	3
COc1ccccc1NC(=O)C(C)OC(=O)c1cc2ccccc2[nH]1 (centres undefined)	0	0	-9	1.1	-5	i	-1	-0.4	-16	-16
Cc1cc(NCCCCO)n2c(nc3ccccc32)c1C#N	2	-1	25	0.1	-10	i	-3	-0.4	16	0
CN(C(=O)C1CCC1C(=O)O)c1nc(-c2ccc(Cl)s2)cs1 (centres undefined)	-19	4	2	-0.4	-3	i	4	-0.1	-4	4
COc1cc(/C=N/NC(=O)c2ccc(N3CCCC3=O)cc2)ccc1O	-2	2	5	-0.2	-24	i	3	-0.5	2	-2
CCN(Cc1ccccc1)C(c1ccc(C)cc1)c1nnnn1C(C)(C)C (centres undefined)	1	7	-3	3.4	1	i	8	-0.5	-1	1
COc1cccc(-c2cc(NC=O)c3ncc(-c4ccc(OC)c(OC)c4)n3c2)c1	-14	3	0	2.0	-18	i	-4	0.5	-11	·
COCCN(C(=O)COC(=O)c1cccnc1SC)c1c(N)n(Cc2ccccc2)c(=O)[nH]c1=O	0	0	-1	1.1	14	i	-1	-0.7	-10	-6
Cc1nc(CC(=O)c2c(C)cc(O)cc2O)cs1	-3	0	3	-6.1	-5	i	7	-0.2	3	-5
CN(Cc1c(F)cccc1Cl)C(=O)CCc1c[nH]c2ccccc12	0	0	6	2.1	7	i	-3	-0.2	1	-1
Cc1ccc(S(=O)(=O)N2CCN(C(=O)c3ccc4ccccc4n3)CC2)c(C)c1	2	0	3	1.0	-12	i	4	-0.2	0	2
COC(=O)[C@]12CCCCC=C1N(CCC1=CCCCC1)C(=O)[C@H](CC(=O)N1CCN(C(=O)c3ccco3)CC1)C2	7	·	2	-0.9	·	·	9	-0.9	·	·
C[C@H](CO)N1C[C@H](C)[C@@H](CN(C)S(=O)(=O)c2ccc(F)cc2)Oc2ccc(NS(=O)(=O)c3cccs3)cc2C1=O	-4	1	1	-0.1	1	i	5	-0.3	0	5
CC(C)CCOc1ccc(/C=N/N2C(=O)CSC2=S)cc1	-3	-1	4	-1.1	20	+	-2	-0.3	0	-5
O=S(=O)(c1cccc(-c2nnc(SC(F)F)n2-c2ccccc2)c1)N1CCCCC1	0	-1	2	0.5	-79	i	-3	-0.4	-2	-3
O=C(/C=C/c1cccc(OCc2ccccc2)c1)c1cccnc1	1	2	4	1.0	-2	i	-4	-0.1	4	-8
O=C(NCc1ccc(Cl)cc1)[C@@H]1CCCN1S(=O)(=O)c1ccc(Cl)cc1	0	-2	5	-1.1	-5	i	1	0.2	-9	-5
